# Source: PubChem (several laboratories)
# CSN deneddyl inh: CSN deneddylation inhibition; AID 651999; Purified CSN, SCF-Nedd8-OG deneddylation, fluorescence polarization; actives 0.38% (n = 360,000); inhibition, % at 12.5 µM;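 active means pattern-corrected inhibition above about 35%, with an unprinted fluorescence ratio check between 0.5 and 1.5, limit read from the data, passing the limit was not always enough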;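 further: 0% = enzyme with substrate and 100% = substrate without enzyme; some results filed as inactive read as strong as hits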
# Target sequence (Q92905 whole entry, looked up, one chain of several): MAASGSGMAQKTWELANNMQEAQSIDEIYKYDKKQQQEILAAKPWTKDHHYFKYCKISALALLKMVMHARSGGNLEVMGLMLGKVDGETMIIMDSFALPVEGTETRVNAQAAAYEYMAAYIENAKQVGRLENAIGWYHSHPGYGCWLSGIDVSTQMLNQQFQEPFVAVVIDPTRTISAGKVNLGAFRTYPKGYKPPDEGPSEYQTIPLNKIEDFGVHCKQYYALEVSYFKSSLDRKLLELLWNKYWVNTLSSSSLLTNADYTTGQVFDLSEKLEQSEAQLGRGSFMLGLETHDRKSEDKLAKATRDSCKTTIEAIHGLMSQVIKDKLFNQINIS
#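 test system = HEK293T-derived human Csn5 enzyme | amount = 0.24 nM Csn5 enzyme, final concentration | medium = Tris/NaCl/DTT buffer, pH 7.5 | schedule = 90 min reaction at room temperature | signal = FP | evaluation = inhibition of Csn5 cleavage, % | compound dosing = single dose of 12.5 µM compound with 0.25% DMSO | probe or stimulus = 10 nM SCFSkp2-Nedd8OG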
# FAS-TE inh: FAS thioesterase (human) inhibition; actives 0.67% (n = 360,000); inhibition, % at 15 µM; recombinant FAS-TE, OMFH fluorogenic substrate, fluorescence endpoint;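 active means compounds whose normalised, plate-corrected inhibition of enzyme fluorescence in the single-dose primary screen is 50% or more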;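 further: 0% = DMSO with enzyme and 100% = substrate without enzyme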
# Neddylation inh: cullin neddylation inhibition | P61081+Q13564 | TR-FRET cullin neddylation, biochemical | calls only at 25 µM | actives 0.58% (n = 360,000) | AID 651699; in the data active means inhibition above about 36%
# Tb MetRS inh: blocks T. brucei methionyl-tRNA synthetase activity; inhibition, % at 11.9 µM; actives 0.4% (n = 360,000); purified T. brucei MetRS, ATP depletion, Kinase-Glo luminescence;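 active means inhibition above a per-plate cutoff of the control wells' mean inhibition plus 3 SD, cut at about 5.5% in these data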;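 further: 0% = DMSO wells median and 100% = median of wells with control inhibitor compound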
#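 System: purified T. brucei MetRS enzyme / Detection: Kinase-Glo luciferase luminescence reporting remaining unconsumed ATP / Medium: HEPES buffer with MgCl2, KCl, DTT, spermine, BSA, pyrophosphatase / Replication: singlicate, one well per compound / Evaluation: percent inhibition relative to median high and low control wells / Schedule: 2 h aminoacylation at 25 °C after 15 min preincubation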
# MsrA inhibitor: bovine MsrA inhibition; purified bovine MsrA, absorbance read-out; inhibition, % at 15.5 µM; actives 0.75% (n = 360,000); AID 651718; in the data active means inhibition above about 4.5%;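 further: 0% = vehicle wells with enzyme and 100% = reference inhibitor wells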
# PABP1 MLLE inh: blocks PAM2 peptide binding to the PABP1 MLLE domain; inhibition, % at 20 µM; GST-MLLE / FITC-PAM2 fluorescence polarization; actives 0.36% (n = 360,000); in the data active means inhibition above about 35%, passing the limit was not always enough;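 further: plate controls were DMSO wells with GST-MLLE for no effect and wells lacking GST-MLLE protein for full effect; some results filed as inactive read as strong as hits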
# MsrA act: activates bovine MsrA enzyme. actives 0.3% (n = 360,000). activation, % at 10.6 µM. purified bovine MsrA, absorbance read-out; in the data active means activation above about 7.5%;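 further: 0% = vehicle and 100% = reference activator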
# eLon inh: inhibits E. coli Lon protease; P0A9M0; purified E. coli Lon protease, fluorescence polarization; inhibition, % at 7.94 µM; actives 0.42% (n = 360,000); AID 602123; in the data active means inhibition above about 13%, passing the limit was not always enough;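 further: 0% = enzyme with probe and DMSO and 100% = no enzyme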
# Target sequence (P0A9M0 whole entry, looked up): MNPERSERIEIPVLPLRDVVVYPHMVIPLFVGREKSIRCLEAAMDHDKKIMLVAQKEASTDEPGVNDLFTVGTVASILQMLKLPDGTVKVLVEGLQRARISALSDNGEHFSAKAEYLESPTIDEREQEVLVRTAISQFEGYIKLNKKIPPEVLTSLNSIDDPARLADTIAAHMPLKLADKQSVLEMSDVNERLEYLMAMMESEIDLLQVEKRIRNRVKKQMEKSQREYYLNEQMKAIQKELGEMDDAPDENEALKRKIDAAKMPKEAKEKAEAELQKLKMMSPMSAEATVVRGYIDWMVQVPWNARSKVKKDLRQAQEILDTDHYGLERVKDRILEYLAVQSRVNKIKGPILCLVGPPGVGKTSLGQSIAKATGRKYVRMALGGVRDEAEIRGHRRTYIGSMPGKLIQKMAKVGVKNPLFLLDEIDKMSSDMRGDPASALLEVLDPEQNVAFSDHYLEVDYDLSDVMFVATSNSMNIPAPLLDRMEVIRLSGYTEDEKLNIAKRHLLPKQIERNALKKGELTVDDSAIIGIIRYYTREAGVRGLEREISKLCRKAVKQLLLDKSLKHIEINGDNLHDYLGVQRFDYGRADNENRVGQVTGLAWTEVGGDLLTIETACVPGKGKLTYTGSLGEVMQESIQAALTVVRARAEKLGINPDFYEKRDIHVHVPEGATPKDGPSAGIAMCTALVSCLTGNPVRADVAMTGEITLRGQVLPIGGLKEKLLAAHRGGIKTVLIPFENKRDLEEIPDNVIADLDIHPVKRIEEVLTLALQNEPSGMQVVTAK
# Rin1 Abl inh: blocks binding of human Rin1 to Abl; inhibition, % at 7.35 µM; actives 0.4% (n = 360,000); TR-FRET Rin1/Abl binding, biochemical; P00519+Q13671; in the data active means inhibition above about 5%, passing the limit was not always enough
# Starred values were filed as active, the others as inactive; i = inactive; nt = no result given.
SMILES,CSN deneddyl inh,FAS-TE inh,Neddylation inh,Tb MetRS inh,MsrA inhibitor,PABP1 MLLE inh,MsrA act,eLon inh,Rin1 Abl inh
NC(Cc1ccc(F)cc1)c1csc(Nc2ccc(C(=O)NCCCO)cn2)n1 (stereo not drawn),2.6,-4.2,i,-0.2,-0.2,14.4,-0.1,-5.3,-0.2
O=C(CN1C(=O)c2ccccc2C1=O)C(O)CN1C(=O)c2ccccc2C1=O (stereo not drawn),1.0,-1.4,i,-0.3,nt,6.4,0.4,2.8,1.7
CCC(C)NC(=O)CSc1nc2c(sc3ccccc32)c(=O)n1CCCN1CCOCC1 (stereo not drawn),-5.1,-6.4,i,0.2,1.7,-0.8,-1.2,0.9,-5.2
O=c1[nH]c(=O)n(-c2cc(Br)c(O)c(Br)c2)cc1Br,-2.7,-7.4,i,-0.3,-0.1,15.5,-4.5,4.8,2.9
CCn1c(=O)n(CC)c2cc(N3CCCC3)c(NC(=O)c3ccccc3C)cc21,4.5,-0.6,i,-0.5,2.5,8.7,-2.5,2.9,-0.5
Cc1cccc(C)c1-n1nnnc1C1c2ccccc2C(=O)N1CCOc1ccccc1 (stereo not drawn),-2.5,17.8,i,-0.6,0.4,nt,-6.1,-2.4,nt
O=C(Nc1ccc(F)cc1)C1C2CCC3C(CCC21)C3(Cl)Cl (stereo not drawn),-0.2,1.1,i,-0.1,-0.3,4.5,-5.8,3.0,-1.3
CCOC(=O)/C(C#N)=C/c1c(Oc2cc(C)cc(C)c2)nc2ccccn2c1=O,5.3,-9.1,i,-0.2,0.8,5.4,-0.1,2.3,-1.9
Cc1ccc(NC(=O)c2ccc3nccnc3c2)c(C)c1,-3.0,-1.9,i,0.6,0.6,-15.3,2.4,-3.6,-2.0
CCc1nc2c(OCC3COc4ccccc4O3)cccn2c1N(C)C(=O)c1cccc(OC)c1 (stereo not drawn),-3.2,-5.6,i,-0.2,0.3,-3.5,-2.2,-5.5,-0.5
CC(Oc1ccc([N+](=O)[O-])cc1)C(=O)NCC1CCCO1 (stereo not drawn),-8.1,-1.2,i,-0.1,1.4,-9.7,-2.4,-5.6,-0.3
Cc1ccc(S(=O)(=O)N2CCC(C(=O)NCc3cccnc3)CC2)cc1,-1.7,-0.6,i,-0.2,-0.6,-12.4,-2.0,-12.4,4.5
Cc1cccc(CCN=C(N)NS(=O)(=O)c2ccccc2)c1,0.1,-4.8,i,6.2*,0.0,-3.7,1.9,-0.1,1.6
Cc1cc(OCCCCOc2ccc(C#N)cc2)ccc1[N+](=O)[O-],3.5,30.3,i,0.3,0.1,-12.6,-0.1,-0.6,-0.1
COc1ccccc1-c1cnc(C(O)c2ccc(SC)cc2)[nH]1 (stereo not drawn),3.0,-3.1,i,-0.3,-0.5,-1.1,-1.6,-4.8,4.0
CN1CCN(C(=O)c2ccc(-n3cccc3)cc2)CC1,-5.4,-8.5,i,-0.6,0.8,2.8,-1.3,-1.5,-2.6
Cc1nc(Nc2ccccc2Cl)sc1C(=O)Nc1ccccc1,1.0,10.4,i,0.3,1.5,-5.8,-6.1,5.5,-6.8
CC(C)n1cc(NC(=O)c2cc(-c3ccccc3)on2)cn1,-3.3,-1.8,i,0.5,0.5,17.9,-2.6,-1.7,1.9
CC(=N)C1=C(O)CC(c2ccccc2)CC1=O (stereo not drawn),-4.9,-0.7,i,-0.6,-0.8,-10.6,-2.3,5.2,-3.0
Cc1cccc(NC(=O)C2CCCN2C(=O)OCc2ccccc2)c1 (stereo not drawn),0.5,1.7,i,-0.2,0.3,0.3,-2.7,0.8,-1.2
CCOc1cc(/C=N/NC(=O)c2cc(-c3cccnc3)nc3ccccc23)ccc1O,1.4,1.4,i,-1.1,0.8,-6.4,-9.8,-7.4,-6.3
O=C(Cc1ccccc1[N+](=O)[O-])OCC(=O)c1ccccc1Br,0.1,2.5,i,-0.4,0.2,-4.9,-6.0,-11.1,-1.2
Cc1ccc(CCC(=O)Nc2ccc(Cl)cc2Cl)o1,0.5,9.7,i,0.2,0.5,-13.4,-2.2,-3.5,-4.4
NC(=S)N/N=C1\CC(c2ccc3c(c2)OCCCO3)Oc2ccc(F)cc21 (stereo not drawn),0.3,27.0,i,-0.1,1.4,13.1,-2.1,5.9,4.5
CCCS(=O)(=O)c1c(S(=O)(=O)CCC)c2c(N)cccn2c1C(=O)c1ccc(F)cc1,10.4,18.0,i,-0.2,3.3,-14.4,-1.4,-27.4,-1.8

# Structures from the list above that have an NH in an aromatic ring, in the order listed:
SMILES,CSN deneddyl inh,FAS-TE inh,Neddylation inh,Tb MetRS inh,MsrA inhibitor,PABP1 MLLE inh,MsrA act,eLon inh,Rin1 Abl inh
O=c1[nH]c(=O)n(-c2cc(Br)c(O)c(Br)c2)cc1Br,-2.7,-7.4,i,-0.3,-0.1,15.5,-4.5,4.8,2.9
COc1ccccc1-c1cnc(C(O)c2ccc(SC)cc2)[nH]1 (stereo not drawn),3.0,-3.1,i,-0.3,-0.5,-1.1,-1.6,-4.8,4.0

# Gathered by group, those above containing two or more sulfur atoms
SMILES,CSN deneddyl inh,FAS-TE inh,Neddylation inh,Tb MetRS inh,MsrA inhibitor,PABP1 MLLE inh,MsrA act,eLon inh,Rin1 Abl inh
CCC(C)NC(=O)CSc1nc2c(sc3ccccc32)c(=O)n1CCCN1CCOCC1 (stereo not drawn),-5.1,-6.4,i,0.2,1.7,-0.8,-1.2,0.9,-5.2
CCCS(=O)(=O)c1c(S(=O)(=O)CCC)c2c(N)cccn2c1C(=O)c1ccc(F)cc1,10.4,18.0,i,-0.2,3.3,-14.4,-1.4,-27.4,-1.8

# The listing continues:
SMILES,CSN deneddyl inh,FAS-TE inh,Neddylation inh,Tb MetRS inh,MsrA inhibitor,PABP1 MLLE inh,MsrA act,eLon inh,Rin1 Abl inh
O=C(O)C1CCCN1c1nc(-c2ccc(Cl)c(Cl)c2)cc(C(F)(F)F)n1 (stereo not drawn),0.1,7.8,i,0.3,-0.1,13.8,-3.9,-2.2,0.0
O=C(CCc1nc(-c2ccccc2F)no1)Nc1ccc(Oc2ccccc2)cc1,1.0,25.3,i,-1.5,0.1,5.0,-8.2,7.1,-0.1
O=C(NC1CCCCC1)N1CCN(CCc2ccccc2)CC1,0.6,-9.1,i,-1.2,0.6,6.4,-9.1,-2.1,2.8
CCOc1cc(C)c(C(C)C)cc1S(=O)(=O)N1CCOCC1,1.9,-2.5,i,1.3,-0.2,-8.1,-9.5,-5.4,2.4
CCn1c(Cc2ccccc2)nnc1SCC(=O)c1c(N)n(C2CC2)c(=O)[nH]c1=O,0.0,-5.1,i,-0.3,-0.9,-3.9,-7.6,-3.2,5.7
O=C(CCC1CCCC1)NCCS(=O)(=O)N1CCN(c2ccccc2F)CC1,1.9,2.8,i,-0.2,-0.4,-2.4,-0.9,-8.9,3.7
CCN(CC)C(=O)C1CC(c2ccc(OC)cc2)=NO1 (stereo not drawn),-2.8,-10.1,i,-0.2,0.0,-2.3,-2.8,-3.0,-5.4
c1ccc(CCn2cnc3ccccc32)cc1,-2.0,-2.6,i,0.1,-0.3,-9.1,-1.4,-18.9,-3.1
Cc1cc(C)c(S(=O)(=O)Nc2ccccc2C(=O)N2CCCC2)c(C)c1,2.0,2.3,i,-0.7,-0.7,12.9,-8.9,-1.0,0.9
O=C(NCCCN1CCCC1=O)c1cc(-c2ccc3c(c2)OCO3)nc2ccccc12,-0.6,-0.2,i,0.0,0.8,1.2,-1.8,-9.5,-4.5
Cc1ccc(Cn2ncc3c(N4CCCC4)ncnc32)cc1,-1.7,1.4,i,-1.4,-0.2,-4.9,-3.9,-6.1,0.6
Cc1ccc(-n2c(C)cc(C(=O)NS(=O)(=O)c3ccc(C)cc3)c2C)cc1,-2.9,-2.7,i,-0.8,0.7,-9.2,-2.7,2.3,-2.0
Cc1cc(Cl)ccc1-c1nc(NCCN(C)C)nc2ccsc12,-0.3,-4.2,i,-0.3,-0.4,8.6,-8.8,-2.2,3.1
CC1CCN(C(=O)CNC(=O)CNC(=O)Cc2ccccc2)CC1,-1.9,-6.7,i,0.3,-0.5,0.3,-2.6,-0.9,1.9
O=C(c1ccccc1)N(CCCl)C(=O)N(CCCl)C(=O)c1ccccc1,6.4,10.1,i,-0.3,-0.6,-7.0,-2.1,20.8,-3.9
CS(=O)(=O)N1N=C(c2ccco2)CC1c1cccc([N+](=O)[O-])c1 (stereo not drawn),-0.2,-3.0,i,-1.2,0.3,-6.8,-7.0,0.7,1.2
COC(=O)C1=C(C)N(C)C(=O)NC1c1ccccc1 (stereo not drawn),-4.8,-1.6,i,0.6,0.6,5.9,-1.0,0.8,3.4
Cc1oc(-c2cccc(F)c2)nc1CN(Cc1ccccc1)C[C@@H]1CCC(=O)N1,2.9,13.8,i,-0.8,0.4,4.2,-7.6,-1.9,3.4
O=C(Nc1cccc(Br)c1)C1CCCC1,105.2,-2.5,i,-0.3,0.3,-2.7,-3.0,-10.1,2.1
COCC1CCN(C(=O)c2cc(COc3ccccc3SC)on2)C1 (stereo not drawn),-3.2,3.4,i,0.1,0.7,-2.8,-12.1,-3.5,2.1
Cc1ccc(OCC(=O)Nc2ccc(S(=O)(=O)Nc3ccccn3)cc2)c(C)c1,-3.9,-6.6,i,-0.5,1.2,3.8,-2.5,4.9,-3.7
N#C/C(=C\c1ccc(O)c([N+](=O)[O-])c1)C(=O)NCc1ccccc1,-0.2,-1.7,i,-0.9,5.5*,-6.9,-4.3,-1.1,-2.3
CCOC(=O)c1oc2ccc(S(=O)(=O)n3nc(-c4ccc(Cl)cc4)cc3N)cc2c1C,3.1,36.4,i,-0.3,-0.5,-7.4,0.0,-0.7,0.5
CCN1C(=O)[C@H]2[C@@H](c3ccc(-c4ccc(F)cc4)c(OC)c3)N3CCCC[C@@]3(C(=O)OC)[C@H]2C1=O,-0.5,43.7,i,-0.4,0.3,-9.7,1.3,-1.1,-0.4
O=C(O)c1ccc(N2C(=O)CC(SC(=Nc3ccccc3)Nc3ccccc3)C2=O)cc1 (stereo not drawn),-2.6,-10.2,i,-0.1,-1.0,0.3,-2.5,-3.6,0.1

# Continuation:
SMILES,CSN deneddyl inh,FAS-TE inh,Neddylation inh,Tb MetRS inh,MsrA inhibitor,PABP1 MLLE inh,MsrA act,eLon inh,Rin1 Abl inh
Cc1cc(C)cc(OCC(=O)NNC(=O)c2cc3ccccc3o2)c1,1.6,3.8,i,1.2,-0.5,-7.7,-3.2,-8.1,-2.3
COc1ccc(S(=O)(=O)N(C)C[C@H]2Oc3ncc(C#CC4(O)CCCC4)cc3C(=O)N([C@@H](C)CO)C[C@@H]2C)cc1,1.4,-2.1,i,-0.7,-0.3,4.9,-3.1,-7.1,0.2
Cc1ccc(C(=O)c2c3ccccc3[n+]([O-])n2CCC(=O)O)cc1,0.9,-12.1,i,-0.4,0.7,-0.2,-7.4,2.8,-0.4
O=C(c1ccc(OCC2CCCO2)cc1)N1CCN(S(=O)(=O)c2cccc(F)c2)CC1 (stereo not drawn),-0.6,-2.5,i,-0.2,0.1,-11.2,-6.6,2.1,2.9
Cc1ccc(C2CC(c3ccc(F)cc3)Nc3nc(N)nn32)cc1 (stereo not drawn),-0.9,-5.2,i,-0.5,0.1,-2.5,-5.1,4.0,6.0
COc1cc(C2(c3ccc(O)c(OC)c3)C(=O)N(C)c3ccc(Br)cc32)ccc1O,-4.4,1.8,i,-0.3,-0.8,11.0,-0.6,2.4,-0.5
O=C(CN1CCN(c2ccccc2)CC1)Nc1ccc2c(c1)CCC2,-1.1,-8.2,i,-0.4,-1.4,-5.9,-3.4,-10.0,-0.4
CC(c1ccon1)N(C)Cc1cn[nH]c1-c1ccc(F)cc1F (stereo not drawn),1.2,-2.8,i,-0.7,-0.1,-12.4,-3.2,-9.7,0.2
